CCR6 antag: antagonists of human CCR6 receptor. CHO-K1 CCR6 PathHunter beta-arrestin, luminescence, CCL20-stimulated. inhibition, % at 20 µM. actives 0.49% (n = 340,000). AID 493098;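 active = compounds whose inhibition of the agonist-driven luminescence signal at 20 µM reaches about 50%, limit read from the data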;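 also: cells stimulated with CCL20 at 14 nM final; plate controls were DMSO with CCL20 for no effect and DMSO without agonist for full effect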
Target sequence (P51684 whole entry, looked up): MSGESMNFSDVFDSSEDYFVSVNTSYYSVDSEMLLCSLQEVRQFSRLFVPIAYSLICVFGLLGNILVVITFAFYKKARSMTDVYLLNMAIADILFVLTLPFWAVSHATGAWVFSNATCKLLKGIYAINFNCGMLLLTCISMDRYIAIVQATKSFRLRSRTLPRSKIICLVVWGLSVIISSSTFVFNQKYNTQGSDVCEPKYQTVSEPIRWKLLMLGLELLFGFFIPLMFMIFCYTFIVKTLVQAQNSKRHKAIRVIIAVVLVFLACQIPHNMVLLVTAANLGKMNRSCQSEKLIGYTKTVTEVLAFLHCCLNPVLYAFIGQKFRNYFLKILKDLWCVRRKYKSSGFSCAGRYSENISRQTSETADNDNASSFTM
APJ antagonist: antagonists of human APJ apelin receptor; CHO-K1 APJ beta-arrestin complementation, luminescence; actives 0.32% (n = 330,000); P35414; inhibition, % at 20 µM;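 active = inhibition above about 40% at 20 µM, limit read from the data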;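 also: cells challenged with 10 nM apelin-13 agonist together with compound; plate controls were apelin-13 plus DMSO wells for no effect and DMSO wells lacking apelin-13 for full effect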
APJ ag: activates the human apelin receptor APJ. P35414. CHO-K1 APJ PathHunter beta-arrestin, luminescence; 0% DMSO wells, 100% apelin. activation, % at 20 µM. actives 0.11% (n = 330,000);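 active = activation more than six SD over the plate average, tested at 20 µM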;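 also: 0% = DMSO alone and 100% = apelin-13 at 10 nM; some results filed as inactive read as strong as hits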
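Material: CHO-K1 APJ beta-arrestin complementation cell line; Input: cell density 1000 per well; Incubation: compound stimulation 90 min at 25 °C, detection 60 min; Signal: luminescence from split beta-galactosidase complementation, Galacton Star/Emerald II substrate; Controls: DMSO-only wells as negative, 10 nM Apelin-13 as positive control.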
Mdm2-MdmX inh: inhibitors of human Mdm2/MdmX interaction. O15151+Q00987. inhibition, % at 8 µM. SaOS-2 split-luciferase Mdm2/MdmX complementation, luminescence. actives 3% (n = 330,000);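 active = inhibition of at least 50% at 8 µM in the primary screen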
EBI2 antag: blocks human EBI2 receptor beta-arrestin signaling; P32249; EBI2 beta-arrestin recruitment, luminescence, 7a,25-OHC stimulated; inhibition, % at 5 µM; actives 0.81% (n = 360,000); in the data active = inhibition above about 38%;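 also: enzyme fragment complementation signal reports receptor beta-arrestin coupling in cells; 0% = agonist plus DMSO wells and 100% = wells without agonist; some results beyond the cut were filed as inactive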
Target sequence (P32249 whole entry, looked up, the tested form may be a part): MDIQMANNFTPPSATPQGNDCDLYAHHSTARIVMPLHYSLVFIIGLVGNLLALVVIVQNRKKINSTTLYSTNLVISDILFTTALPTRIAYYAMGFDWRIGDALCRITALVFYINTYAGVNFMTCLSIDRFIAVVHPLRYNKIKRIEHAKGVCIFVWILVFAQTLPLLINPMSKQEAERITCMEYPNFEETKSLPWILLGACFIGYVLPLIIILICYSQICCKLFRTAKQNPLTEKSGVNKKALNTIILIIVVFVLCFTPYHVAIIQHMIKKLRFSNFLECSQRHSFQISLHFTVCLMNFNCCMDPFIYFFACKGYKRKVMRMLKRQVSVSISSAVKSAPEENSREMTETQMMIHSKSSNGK
UPR XBP1 act: activators of adaptive arm of unfolded protein response (XBP1) | CHO-XBP1 luciferase reporter, IRE1-XBP1 UPR activation, luminescence; percent of tunicamycin response, DMSO as zero | activation, % at 20 µM | actives 0.33% (n = 330,000) | AID 463104;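 active = versus positive control, 20 µM dose yields 30% or more activation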;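 also: 100% = tunicamycin at 10 µg/mL and 0% = DMSO only wells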
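Assay system: CHO-XBP1 luciferase reporter cells; Schedule: 6 h treatment, 37 °C; Detection: glow luminescence from Steady-Glo reagent; Benchmarks: high control tunicamycin 10 µg/mL final, low control DMSO vehicle only.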
CXCR6 block: CXCR6 (human) receptor inhibition; inhibition, % at 20 µM; actives 0.36% (n = 360,000); O00574; AID 602244; CHO-K1 PathHunter CXCR6 beta-arrestin, luminescence; in the data active = inhibition above about 34%, passing the limit was not always enough;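 also: antagonist mode with CXCL16 agonist at 10 nM final; 0% = 10 nM CXCL16 with DMSO and 100% = unstimulated wells without agonist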
Target sequence (O00574 whole entry, looked up): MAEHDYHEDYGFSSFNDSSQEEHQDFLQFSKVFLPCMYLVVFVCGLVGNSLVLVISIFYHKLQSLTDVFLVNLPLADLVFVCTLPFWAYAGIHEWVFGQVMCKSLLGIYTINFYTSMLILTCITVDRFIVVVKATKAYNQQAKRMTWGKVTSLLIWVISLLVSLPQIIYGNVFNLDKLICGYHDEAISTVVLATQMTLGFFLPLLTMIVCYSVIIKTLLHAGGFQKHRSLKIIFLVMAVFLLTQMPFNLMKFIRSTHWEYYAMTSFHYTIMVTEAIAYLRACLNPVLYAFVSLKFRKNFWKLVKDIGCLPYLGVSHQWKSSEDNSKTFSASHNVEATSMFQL
CHOP UPR activ: activators of apoptotic arm of unfolded protein response (CHOP) | CHO-CHOP luciferase reporter, UPR activation, luminescence; percent of tunicamycin response over DMSO baseline | AID 449763 | activation, % at 10 µM | actives 0.34% (n = 330,000);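 active = at 10 µM dose, activation of 40% or more, normalized to positive control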;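 also: 100% = tunicamycin at 10 µg/mL and 0% = DMSO alone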
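Material: CHO-CHOP cells, stable luciferase reporter of PERK-eIF2a-CHOP signalling; quantity: 500 reporter cells seeded per well; buffer or medium: F12 medium containing 10% fetal bovine serum; compound: one dose, 10 µM in 0.5% DMSO; incubation: 6 h compound treatment, 37 °C; measured by: Steady-Glo luciferase luminescence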
tim23-1 inh: growth inhibitors of tim23-1 mutant yeast; S. cerevisiae tim23-1 growth, BacTiter-Glo luminescence, 24 h; inhibition, % at 20 µM; actives 1.3% (n = 330,000);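 active = growth inhibition of the mutant yeast at or above 50%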;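 also: temperature-sensitive mutant grown at 25 °C; plate controls were DMSO-treated mutant yeast for no effect and medium wells lacking yeast for full effect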
Active calls of the source: *; · = no result given.

SMILES	CCR6 antag	APJ antagonist	APJ ag	Mdm2-MdmX inh	EBI2 antag	UPR XBP1 act	CXCR6 block	CHOP UPR activ	tim23-1 inh
Cc1ccc(NC(=O)C(=O)c2c[nH]c3ccccc23)cc1	5	2	1	-177	15	-2	0	9.1	10
COc1ccc(/C=C/C(=O)Nc2ccccc2)cc1OC	13	6	-1	-126	0	2	-6	4.3	40
COc1ccccc1N1CCN(C(=O)c2cn(-c3ccccc3)nc2-c2cccnc2)CC1	-6	9	3	7	-3	-2	2	-0.3	27
CCOC(=O)Cn1c(=O)oc2cc(S(=O)(=O)NCc3cccs3)ccc21	-3	-10	-3	2	6	-2	2	0.7	-5
O=C(CSc1nc2ccccc2[nH]1)N1CCN(C(=O)c2ccco2)CC1	13	-1	2	15	-6	-2	-1	-0.2	12
O=C(NCc1ccccc1)c1ccc(N2CCC3(CC2)CC(c2ccc(Cl)cc2)=NO3)c([N+](=O)[O-])c1	17	-11	-2	0	13	-3	14	0.2	8
Brc1ccc(-c2nnc3sc(CNC4CCCC4)cn23)cc1	-5	-6	-3	16	40	-3	-1	0.5	-30
O=C(COC(=O)CCC(=O)c1ccc(F)cc1)NCc1ccc(Cl)cc1	10	8	-2	35	-9	-4	0	-1.3	16
COc1cc([N+](=O)[O-])ccc1NC(=O)Nc1ccc(C(=O)N2CCCC2)cc1	13	-10	4	1	6	-5	5	-0.7	8
O=C(COC(=O)/C=C/c1ccccc1[N+](=O)[O-])NC1CC1	-3	-6	2	24	-4	-1	4	-1.1	16
Cc1c(Br)c([N+](=O)[O-])nn1CC(=O)Nc1c(C)n(C)n(-c2ccccc2)c1=O	19	11	-6	-5	-9	1	6	-1.0	4
Cc1ccc(CNC(=O)c2cc(COc3c(F)cccc3F)on2)s1	-8	-17	-1	11	11	9	-7	0.8	20
O=C(Nc1ccccc1)c1ccccc1OCc1ccc(S(=O)(=O)N2CCOCC2)cc1	3	-6	3	19	16	1	7	1.7	14
CC(C)(SC(=S)N1CCCCCC1)C(=O)O	-8	-1	-5	22	-2	-5	2	-0.9	7
O=C(/C=C/c1cccs1)c1cc(F)ccc1OC(=O)N1CCOCC1	-11	0	-2	2	-6	0	1	-0.1	47
O=C(O/N=C1/CCCc2occc21)c1ccc(F)cc1	24	10	-4	1	16	3	-1	3.9	-6
CCc1ccc2[nH]c(=O)c(CN(CCN(CC)CC)C(=O)NC3CCCCC3)cc2c1	-15	8	-3	29	-8	-1	10	6.8	17
CC(C)c1ccc(/C=N/NC(=O)CN(c2cccc(Cl)c2Cl)S(C)(=O)=O)cc1	-33	-28	2	61*	-1	5	-16	0.7	10
Cc1ncoc1C(=O)Nc1ncc([N+](=O)[O-])s1	17	21	-1	-7	7	-4	0	-0.8	7
CCOC(=O)n1c(=O)n(C)c2ccc(Cl)cc21	7	23	-1	21	4	-2	-3	-0.2	5
COc1ccc(CCN2C(=O)CCC2(C)C(=O)NCc2cccnc2)cc1OC (stereo unspecified)	-2	-11	2	-24	-9	1	-4	1.3	6
Cc1ccc(NC(=O)CSc2nc(=O)n(CCN3CCOCC3)c3c2CCCC3)cc1	6	27	3	8	3	-2	10	0.4	6
COc1ccc(S(=O)(=O)N2CCCCC2)cc1NC(=O)[C@@H]1CCCN1C(=O)c1cccs1	16	14	-3	-9	4	0	-2	0.3	8
COc1ccc(S(=O)(=O)NCC(c2ccc(C)cc2)N2CCN(C)CC2)cc1OC (stereo unspecified)	4	11	-7	8	6	-1	-12	0.4	-12
Cc1ccc(S(=O)(=O)N(C)c2ccc(C(=O)Nc3cccc(C)n3)cc2)cc1	13	0	0	-16	14	0	-8	5.3	32
CC(C)(C)c1ccc(C(=O)NCC(=O)N2CCC3(CC2)NCCc2[nH]cnc23)cc1	-2	5	-3	0	-7	-5	2	-0.1	-6
COc1cccc(CN(CC(=O)NCc2ccc(F)cc2)C(=O)c2ccco2)c1	13	10	-1	8	42	-2	6	-0.7	11
CCOC(=O)c1c(N/N=C/c2ccncc2)n[nH]c1C	-7	6	-1	1	2	5	-3	4.5	14
Nc1c(C(=O)Nc2ccc(Cl)c(Cl)c2)sc2nc(-c3cccnc3)ccc12	·	-2	-2	-4	·	-2	·	-0.3	-6
COCCNC(=S)c1ccc(OC)cc1	-19	10	-2	-2	-13	-2	-9	-1.8	13
CCOC(=O)C1(Cc2ccccc2)CCCN(C2CCN(C(C)=O)CC2)C1 (stereo unspecified)	1	13	0	-7	-12	-1	3	-1.0	9
CS(=O)(=O)Nc1ccccc1C(=O)OCC(=O)NC1CC1	-9	-5	0	4	-2	0	1	0.9	12
O=C(Nc1nc2ccccc2[nH]1)c1ccc(F)cc1	8	-5	-4	-69	-2	-3	6	-3.4	8
COCCCNS(=O)(=O)c1ccc2c(c1)CCN2C(C)=O	-6	8	2	-1	-5	-1	-8	-0.5	6
COc1ccc(NC(=O)N2CCCC2C(=O)Nc2ccc(C)c(Cl)c2)cc1 (stereo unspecified)	11	7	2	-2	11	-2	-1	-0.8	1
CCCCOc1ccccc1C1NC(=O)NC(C)=C1C(=O)OCCOCC (stereo unspecified)	6	17	0	20	-6	-1	-1	0.3	25
CCOc1ccc(NS(=O)(=O)c2cc(NC(=O)CCC(=O)c3cccs3)ccc2Cl)cc1	-1	1	-7	19	-9	-3	1	-0.4	23
CCOc1ccc(N(CC(=O)NC2CCC(C)CC2)S(=O)(=O)c2c(C)noc2C)cc1 (stereo unspecified)	16	6	-5	11	10	-1	-5	-1.8	2
O=C(NNC1=Nc2cccc3cccc1c23)c1ccccc1Br	30	10	-1	27	-3	2	15	-0.4	30
COc1ccc(O)c(-c2cc(-c3ccc(F)cc3)n[nH]2)c1	-2	1	-2	-20	10	1	-2	8.8	63*
COCCNC(=S)N(CCc1c(C)[nH]c2ccccc12)Cc1ccco1	4	7	-3	18	2	-3	-5	0.2	24
Cc1ccc(-c2cc3c(nn2)-c2ccccc2C3=O)cc1	46	43*	-13	-3	60*	-6	9	-9.0	19
CN(CCCNC(=O)C1CCC(=O)N1Cc1ccccc1Cl)c1ccccc1 (stereo unspecified)	1	6	-4	3	-2	-1	2	-1.4	0
CCN(CC)C(=O)c1ccccc1NC(=O)c1cccc(S(=O)(=O)N(CC)CC)c1	21	-28	2	-1	-8	0	-4	1.0	19
O=C(NCC1CCCO1)c1cc2ccccc2cc1O (stereo unspecified)	-11	-101	15	-19	-16	-2	-22	4.5	7

Compounds listed so far with an aryl thioether with sulfur outside any ring:
SMILES	CCR6 antag	APJ antagonist	APJ ag	Mdm2-MdmX inh	EBI2 antag	UPR XBP1 act	CXCR6 block	CHOP UPR activ	tim23-1 inh
O=C(CSc1nc2ccccc2[nH]1)N1CCN(C(=O)c2ccco2)CC1	13	-1	2	15	-6	-2	-1	-0.2	12
Cc1ccc(NC(=O)CSc2nc(=O)n(CCN3CCOCC3)c3c2CCCC3)cc1	6	27	3	8	3	-2	10	0.4	6

Other results
SMILES	CCR6 antag	APJ antagonist	APJ ag	Mdm2-MdmX inh	EBI2 antag	UPR XBP1 act	CXCR6 block	CHOP UPR activ	tim23-1 inh
O=C(NC1CCCCC1)C1CCN(c2cnccn2)CC1	-7	-2	-1	25	-6	3	-6	-0.4	4
O=c1cccc2n1Cc1cc3ccccc3nc1-2	0	14	2	-59	-7	1	0	3.7	1
NS(=O)(=O)c1cc2c(cc1C(F)(F)F)NCNS2(=O)=O	0	20	7	6	-7	-5	2	1.3	-1
COc1ccc(CN(C)C(C)C(=O)Nc2cccc3ccccc23)cc1 (stereo unspecified)	7	8	2	10	11	-1	2	-0.6	23
O=C(CC(c1ccccc1)c1ccccc1)Nc1ccc(C(=O)O)cc1	7	10	-2	1	-3	-1	-3	-1.5	6
Cc1nc(SCC(=O)NCC2CCCO2)c2c(C)c(C)sc2n1 (stereo unspecified)	16	-8	4	-2	-7	0	-2	2.1	17
CCOC(=O)Nc1ccc2nc3n(c(=O)c2c1)CCCCC3	6	-1	0	-2	-2	3	-2	2.6	19
CCOC(=O)C1(CC2CCCCO2)CCN(Cc2nccn2-c2cccc(C)c2)CC1 (stereo unspecified)	9	4	-3	18	-3	1	-3	1.2	30
CC1CCN(C(=S)Nc2ccc(F)cc2)CC1	5	0	0	-6	-2	0	8	3.5	12
COc1cccc(N2CC(C(=O)OC(C)C(=O)c3ccccc3)CC2=O)c1 (stereo unspecified)	7	15	-3	24	-7	0	-6	1.1	14
CC(=O)Oc1ccc(CC(C(=O)O)N2C(=O)c3ccccc3C2=O)cc1 (stereo unspecified)	2	13	-3	12	-5	0	-2	0.1	-1
O=C(c1ccc(Cl)cc1)C1CCN(Cc2ccccc2)CC1	21	27	-5	22	6	-6	1	1.2	1
COc1ccccc1NC1=NC(C)(C)N=C(N)N1	2	4	0	33	-3	-3	2	2.1	-2
Cc1cc(=O)oc2cc3oc(=O)cc(C)c3cc12	8	11	-2	-16	-5	-3	-6	-0.6	-12
Cc1cc(NS(=O)(=O)c2ccc(NC(=O)CSc3nc4ncc(Br)cc4[nH]3)cc2)nc(C)n1	-3	12	-3	9	-2	-2	-22	-1.1	2
CNC(=O)c1cc2cc(OC)ccc2n1CCN(C)C	-13	9	-1	1	-1	-5	-5	0.4	11
CC(C)(C)C1CCc2c(sc(NC(=O)c3cccs3)c2C(=O)N2CCCCC2)C1 (stereo unspecified)	-6	8	-3	-17	-5	-9	-2	-4.0	31
C(=N\Nc1nc2ccccc2[nH]1)/c1ccc2c(c1)OCCO2	-5	-5	4	-75	4	-4	-17	-0.1	13
O=C(NNC(=O)c1ccc2[nH]c(=O)c(=O)[nH]c2c1)c1cccc(Br)c1	0	-10	-2	-5	0	-5	-12	0.6	16
O=C(CCN1C(=O)C2C3C=CC(C3)C2C1=O)N1CCN(c2ccccn2)CC1 (stereo unspecified)	-3	-16	-2	9	-4	1	0	-0.8	9
NC(=S)N/N=C/c1coc2cc(Cl)ccc2c1=O	-22	-39	4	-1	-6	3	-8	1.9	20
Cc1ccc(N2C(=O)/C(=C\c3ccc(C(C)C)cc3)N=C2SC2CCOC2=O)cc1 (stereo unspecified)	17	5	-2	15	5	-2	8	2.0	-13
Cc1ccc(NC(=O)CN2C(=S)NC(C)(C)CC2C)cc1Cl (stereo unspecified)	23	22	-2	16	5	0	5	-1.1	5
COc1ccc(COC(=O)c2ccc(Cl)c(S(=O)(=O)N3CCOCC3)c2)cc1F	14	6	2	18	19	-4	6	-0.2	26
CCCCn1c(N)c(NCC)c(=O)[nH]c1=O	9	-3	-1	0	6	-2	0	1.0	11
COc1ccc(S(=O)(=O)NNC(=O)c2cc3ccccc3o2)cc1	3	-14	3	-4	-11	-1	5	-1.1	4

Compound activity deposited in PubChem by Sanford-Burnham Center for Chemical Genomics.

These rows are one share of the data; the hit share may differ from the screen's.
